# DRD3 agonist: agonists of human D3 dopamine receptor; max activation, %; actives 0.58% (n = 410,000); D3R DiscoveRx beta-arrestin cells, luminescence, 90 min; in the data active = max activation above about 30%; note: 0% is about no effect; mostly tested at two doses, the higher about 12 µM
# Target sequence (P35462 whole entry, looked up): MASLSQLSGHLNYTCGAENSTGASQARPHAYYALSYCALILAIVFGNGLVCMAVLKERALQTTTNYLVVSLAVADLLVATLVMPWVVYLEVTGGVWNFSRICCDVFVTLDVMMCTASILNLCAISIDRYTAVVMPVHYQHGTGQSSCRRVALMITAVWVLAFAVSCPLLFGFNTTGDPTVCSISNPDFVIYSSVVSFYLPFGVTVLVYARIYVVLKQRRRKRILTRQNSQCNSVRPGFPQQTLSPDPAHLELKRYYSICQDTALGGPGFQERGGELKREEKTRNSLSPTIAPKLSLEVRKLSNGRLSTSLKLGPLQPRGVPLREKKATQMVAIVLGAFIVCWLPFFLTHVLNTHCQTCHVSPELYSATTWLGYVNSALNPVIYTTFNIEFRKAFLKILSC
#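 Agonist mode: compounds and dopamine controls were applied to plated cells for 90 min at 37 degrees C after an overnight attachment at 1500 cells/well. Luminescent read-out followed 30 - 60 minutes at room temperature with DiscoveRx detection reagent.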
# aSyn yeast inh: inhibitors of alpha-synuclein toxicity in yeast; Yeast expressing alpha-synuclein, growth rescue, BacTiter-Glo, 24 h; Potency, µM (highest dose often 46.1 µM), for inactives: at the top dose growth rescue (activation), usual class: activators; actives 0.14% (n = 370,000); AID 652106; note: potency is the fitted concentration of half-maximal effect; % of control where 0% means no effect; nearly all actives have a fitted effect of over 65% in size
#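 Readout is rescue of growth in alpha-synuclein-expressing yeast, so inhibitors of toxicity appear as activators. Growth after 24 hr at 30 deg C in galactose medium is quantified by luminescence.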
# PTHR1 ag: agonists of human PTHR1 parathyroid hormone receptor; AID 743266; actives 0.075% (n = 410,000); HEK293 GP2 PTHR1 cells, GloSensor cAMP luminescence, 1 h; Potency, µM (top dose mostly 115 µM), for inactives: at the highest dose activation, usual class: activators; note: potency is the fitted concentration of half-maximal effect; nearly all actives have a fitted effect of over 55% in size; some results filed as inactive show a strong effect at the top dose; inactives centre near -15; many of its hits are not listed in these tables
# Target sequence (Q03431 whole entry, looked up): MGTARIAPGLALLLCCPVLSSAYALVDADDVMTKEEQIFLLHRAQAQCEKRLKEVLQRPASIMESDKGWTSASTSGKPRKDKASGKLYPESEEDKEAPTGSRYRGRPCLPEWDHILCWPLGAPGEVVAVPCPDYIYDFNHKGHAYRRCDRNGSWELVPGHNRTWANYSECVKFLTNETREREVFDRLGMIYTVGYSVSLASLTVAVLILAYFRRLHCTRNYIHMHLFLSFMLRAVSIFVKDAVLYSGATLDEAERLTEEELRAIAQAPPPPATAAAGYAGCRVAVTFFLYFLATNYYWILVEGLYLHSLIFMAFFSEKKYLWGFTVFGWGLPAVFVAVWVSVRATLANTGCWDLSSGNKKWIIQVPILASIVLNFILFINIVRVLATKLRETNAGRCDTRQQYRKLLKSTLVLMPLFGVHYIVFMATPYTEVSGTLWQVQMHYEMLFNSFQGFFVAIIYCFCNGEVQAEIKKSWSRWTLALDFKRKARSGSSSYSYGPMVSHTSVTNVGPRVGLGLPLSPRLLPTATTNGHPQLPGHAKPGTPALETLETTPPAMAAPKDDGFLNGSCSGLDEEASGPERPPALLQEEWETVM
#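 HEK-293-derived GP2 cells expressing PTHR1 and a GloSensor cAMP reporter, 3,000/well, plated overnight, given luciferin plus IBMX (each 0.5 mM as added) for 1 h at 37 °C, then compound for 1 h at 37 °C. Luminescence was read after 15 min at room temperature.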
# GLP-1R agonist: agonists of human GLP-1 receptor. P43220. HEK293 GLP-1R CRE-luciferase, luminescence, 4-6 h; cells express a hypersensitive GLP-1R form. Potency, µM (doses to about 45.6 µM), without a hit: top-dose activation, usual class: activators. actives 0.007% (n = 380,000). AID 624172; note: potency is the fitted concentration of half-maximal effect; % of control where 0% means no effect
# GLP-1R inv ag: acts as inverse agonist at human GLP-1 receptor | P43220 | HEK293 GLP-1R CRE-luciferase, luminescence, 24 h; GLP-1R form is constitutively active | Potency, µM (titrated, usually from 38.3 µM), without a hit: at the top dose activity change, negative = inhibition, usual class: inhibitors | actives 1.6% (n = 410,000) | AID 624417; note: potency is the fitted concentration of half-maximal effect; % is set by controls: 0 for no effect and ±100 for the full control effect; nearly all actives have a fitted effect of over 55% in size
#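 Cells are plated, allowed 12 hours at 37 deg C, then treated with compounds for 24 hr before luciferase detection reagent is added and luminescence is read after 12 min at room temperature. The HEK293 line carries constitutively active GLP-1R with a cAMP-responsive reporter.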
# KB-V1 cytotox: KB-V1 MDR subline cytotoxicity; AID 1347076; KB-V1 MDR cells viability, CellTiter-Glo, 72 h; Potency, µM (titrated, usually from 46.1 µM), without a hit: top-dose activity change, negative = cytotoxicity, actives largely listed as cytotoxic; actives 3.4% (n = 400,000); note: potency is the fitted concentration of half-maximal effect; % is set by controls: 0 for no effect and ±100 for the full control effect; nearly all actives have a fitted effect of over 60% in size
#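 KB-V1 MDR subline cells in DMEM (phenol-red free, 10% FBS) exposed to compounds in qHTS concentration series for 72 h at 37 degrees C. Viability read by CellTiter-Glo luminescence; concentration-effect curves fitted after normalization and correction.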
# TDP43 rescue: TDP-43 toxicity inhibition in yeast. actives 1.8% (n = 410,000). Potency, µM (highest dose often 46.1 µM), for inactives: at the highest dose growth rescue (activation), usual class: activators. TDP-43 expressing yeast growth rescue, BacTiter-Glo, 24 h; note: potency is the fitted concentration of half-maximal effect; % of control where 0% means no effect; nearly all actives have a fitted effect of over 50% in size
#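 In this qHTS, compounds that restore growth of yeast expressing TDP-43 appear as activators. Cells (OD600=0.02, galactose medium, raffinose-pregrown) are incubated with compound 24 hr at 30 deg C and growth is quantified by BacTiter-Glo.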
# DRD3 antagonist: blocks the human D3 dopamine receptor; actives 2.5% (n = 360,000); AID 652054; D3R cells, DiscoveRx beta-arrestin luminescence, antagonist mode; hits give low values; max response, negative = inhibition, %; in the data active = max response below about -50%; inconclusive = no clear call, values can overlap the other calls; note: % is set by controls: 0 for no effect and ±100 for the full control effect; mostly tested at two doses, the higher about 12 µM
#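 Cells expressing the human receptor were seeded at 1500 cells/well, incubated overnight at 37 degrees C in 5% CO2, then exposed to library compounds with dopamine controls for 90 minutes at 37 degrees C before luminescent detection.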
# GLP1R cytotox: cytotoxicity in counter-screen for GLP-1R inverse agonists; Potency, µM (titrated, usually from 38.3 µM), for inactives: at the highest dose activity change, negative = inhibition, usual class: inhibitors; HEK293 cAMP-luciferase reporter cells, luminescence, 24 h; actives 0.13% (n = 410,000); AID 624418;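 note: loss of luciferase light is scored as toxicity; potency is the fitted concentration of half-maximal effect; % is set by controls: 0 for no effect and ±100 for the full control effect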
#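 Here, cytotoxicity is scored as loss of luminescence. The MLSMR collection was tested on cells seeded in medium containing 10% Nu serum, with a 24 hr compound exposure preceded by 12 hours of culture.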
# Active calls of the source: *; i = inactive; ? = inconclusive; · = not tested or not shown; [ ] = another dose, or the depositor's remark. Unless noted, calls come from the whole dose curve; as a rule, active = well fitted curve in the direction sought with a large enough effect; inconclusive = small, poorly fitted or top-dose-only effect, or another doubt; inactive = no such curve, though single readings can be large; an effect the other way counts as inactive or inconclusive.
1: COc1ccc(C(CC(=O)Nc2cc(Cl)c(OC)cc2OC)N2Cc3ccccc3C2=O)cc1 (stereo not drawn)
2: CC(=O)c1c(C)nc(-c2ccccc2)n1O
3: CC(C)NC(=O)c1ccc2c(c1)S(=O)(=O)c1ccccc1C2=O
4: CCNc1ccc(Br)cc(C(=O)/C=C/c2ccc(Cl)cc2Cl)c1=O
5: CC(C)Nc1nnc(SCC(=O)N2CCN(C(=O)c3ccco3)CC2)s1
6: Cc1nn(Cc2ccc(Cl)cc2)c(C)c1NC(=O)CSc1n[nH]c(C)c1[N+](=O)[O-]
compound no.,1,2,3,4,5,6
DRD3 agonist,47*,-11,3,-4,10,-14
aSyn yeast inh,·,-3%,1%,5%,0%,8%
PTHR1 ag,?,i,-4%[57.5 µM],-34%[inhibitor][57.5 µM],-14%,-16%
GLP-1R agonist,·,24%,22%,-2%,-8%,-3%
GLP-1R inv ag,6%,-27%,54%[activator],?,5%,?
KB-V1 cytotox,·,-5%,-6%,18µM*,-18%,-20%
TDP43 rescue,-22%,0%,3%,1%,10%,9%
DRD3 antagonist,·,-11,-15,-78*,-22,10
GLP1R cytotox,3%,?,1%,-8%,-13%,-8%

7: CC(=NC(C)C)C1=C(O)CCC1=O
8: CCOC(=O)C1(Cc2cccc(OC)c2)CCN(Cc2ccon2)CC1
9: CCCCC1=CC2=C(c3ccco3)C(=O)C(C)(OC(=O)c3ccc(OC)cc3)C(=O)C2=CN1CCN1CCOCC1 (stereo not drawn)
10: Cc1cc(C)c(Cn2c(=O)n(CCCC(=O)NCc3ccc4c(c3)OCO4)c(=O)c3sccc32)c(C)c1
11: CC(C)c1ccc(N(C(=O)c2snc(C(N)=O)c2N)C(C(=O)NC2CCCC2)c2ccncc2)cc1 (stereo not drawn)
12: COc1ccc(S(=O)(=O)N(CC(=O)NCCCN(C)C)c2ccc(C)cc2)cc1OC
compound no.,7,8,9,10,11,12
DRD3 agonist,0,0,-4,2,-17,-13
aSyn yeast inh,-6%,1%,0%,·,-24%,-3%
PTHR1 ag,-2%[57.5 µM],i,-9%,-13%,-19%,-3%[57.5 µM]
GLP-1R agonist,7%,7%,9%,·,8%,-8%
GLP-1R inv ag,22%,0%,-2%,8%,19%,-19%
KB-V1 cytotox,3%,0%,?,·,?,3%
TDP43 rescue,-12%,12%,1%,10%,9%,-5%
DRD3 antagonist,0,3,-21,·,-15,-27
GLP1R cytotox,1%,6%,?,5%,-22%,1%

13: Cc1sc(NC(=O)C2C3C=CC(C3)C2C(=O)O)c(C(N)=O)c1-c1ccc(C(C)C)cc1 (stereo not drawn)
14: COCN(C#N)c1nc(N(C)C)nc(N(C)C)n1
15: COc1ccc(OC)c(C2CC(=O)N3CN(c4ccccc4F)CSC3=C2C#N)c1 (stereo not drawn)
16: O=C(CSc1ccc(-c2ccc(F)cc2)nn1)NC1CCCCC1
17: O=C(c1cc2cc(Cl)ccc2[nH]1)N1CCN(C(=O)c2ccco2)CC1
18: CCOc1ccc(CC(=O)Nc2c(C(N)=O)oc3ccc(Br)cc23)cc1OCC
compound no.,13,14,15,16,17,18
DRD3 agonist,-9,0,-12,-5,-4,-6
aSyn yeast inh,0%,0%,-3%,-5%,16%,-2%
PTHR1 ag,-21%,-23%,-12%,i,-15%,-31%
GLP-1R agonist,6%,4%,-2%,8%,-2%,-1%
GLP-1R inv ag,?,17%,1%,-13%,?,3%
KB-V1 cytotox,?,-3%,-6%,?,7%,-12%
TDP43 rescue,-12%,6%,-14%,21%,?,-15%
DRD3 antagonist,0,1,-12,-12,7,7
GLP1R cytotox,9%,5%,5%,-9%,-3%,8%

# Three structures from above, arranged by SMILES length, high to low:
13: Cc1sc(NC(=O)C2C3C=CC(C3)C2C(=O)O)c(C(N)=O)c1-c1ccc(C(C)C)cc1 (stereo not drawn)
15: COc1ccc(OC)c(C2CC(=O)N3CN(c4ccccc4F)CSC3=C2C#N)c1 (stereo not drawn)
16: O=C(CSc1ccc(-c2ccc(F)cc2)nn1)NC1CCCCC1
compound no.,13,15,16
DRD3 agonist,-9,-12,-5
aSyn yeast inh,0%,-3%,-5%
PTHR1 ag,-21%,-12%,i
GLP-1R agonist,6%,-2%,8%
GLP-1R inv ag,?,1%,-13%
KB-V1 cytotox,?,-6%,?
TDP43 rescue,-12%,-14%,21%
DRD3 antagonist,0,-12,-12
GLP1R cytotox,9%,5%,-9%

# More results
19: COc1ccc(NS(=O)(=O)c2ccc(S(=O)(=O)N3CCCC3)cc2)cc1Cl
20: O=c1c2ccccc2nc(N/N=C/c2ccccc2)n1O
21: O=C(CC1Oc2ccccc2NC1=O)NCc1ccc(Cl)cc1 (stereo not drawn)
22: O=C(NCC1CCCO1)C(c1ccc(F)cc1)N(Cc1ccc2c(c1)OCO2)C(=O)c1ccc(CN2CCOCC2)o1 (stereo not drawn)
23: O=C(NCc1ccccc1)C12CN(Cc3ccccc3)CC1C(c1ccc([N+](=O)[O-])cc1)=NO2 (stereo not drawn)
24: COc1ccc(/C=N/NC(=S)N[C@H]2CC3CCC2C3)cc1 (stereo partly drawn)
compound no.,19,20,21,22,23,24
DRD3 agonist,4,-1,-14,5,3,10
aSyn yeast inh,3%,3%,0%,1%,-1%,1%
PTHR1 ag,-19%[57.5 µM],i,i,i,-10%,i
GLP-1R agonist,-3%,-10%,-1%,6%,-2%,18%
GLP-1R inv ag,?,-2%,-6%,9%,?,?
KB-V1 cytotox,?,-12%,0%,-30%,3%,-7%
TDP43 rescue,-2%,-3%,5%,-8%,14%,8%
DRD3 antagonist,-27,7,-26,6,15,-4
GLP1R cytotox,10%,0%,7%,4%,2%,?

25: Cc1ccc(OCC(=O)N[C@@H](C)c2nnc3ccccn23)cc1C
26: COc1ccc(N(CC(=O)NC(C)(C)C)C(=O)CCC(=O)Nc2nccs2)cc1
27: Nc1cc(OC(=O)c2ccc(F)cc2)nn1S(=O)(=O)c1ccccc1
28: O=C1CCc2cc(S(=O)(=O)Nc3ccccc3F)cc3c2N1CCC3
29: COc1cccc(Nc2nc3ccccc3nc2NS(=O)(=O)c2ccc(NC(C)=O)cc2)c1
30: COc1cccc(/C=N\NC(=O)c2ccc(Cn3cc(Br)c([N+](=O)[O-])n3)o2)c1O
compound no.,25,26,27,28,29,30
DRD3 agonist,-11,1,-34,5,-7,2
aSyn yeast inh,-5%,0%,-1%,0%,1%,-2%
PTHR1 ag,i,-24%,5%,i,-25%,i
GLP-1R agonist,-2%,-6%,-1%,18%,4%,9%
GLP-1R inv ag,16%,6%,-6%,13%,4%,-9%
KB-V1 cytotox,-3%,-8%,4%,-1%,-25%,?
TDP43 rescue,6%,-3%,-6%,21%,-5%,-5%
DRD3 antagonist,5,-8,1,1,-28,9
GLP1R cytotox,1%,0%,1%,7%,-16%,-21%

31: Cn1c(NCc2ccc(Cl)cc2)nc2ccccc21
32: CCOC(=O)C1=CCC2C(=O)N(Cc3ccccc3)C(=O)C12 (stereo not drawn)
33: COc1cccc(N2C(=O)N(Cc3ccc(C#N)cc3)c3ccccc3S2(=O)=O)c1
34: CCN1CCN(c2cc(N3CCN(C(=O)c4ccco4)CC3)c3c4c(onc24)-c2ccccc2C3=O)CC1
35: Cc1ccc(F)c(S(=O)(=O)NC(=O)C2(C)CCN2C(=O)c2ccc(C(F)(F)F)nc2C)c1 (stereo not drawn)
36: COc1cccc(NC(=O)CSC2=NN3CCCC(=O)N=C3S2)c1
compound no.,31,32,33,34,35,36
DRD3 agonist,-13,-5,4,-15,1,-3
aSyn yeast inh,1%,-9%,·,-9%,3%,3%
PTHR1 ag,-15%,-18%,i,i,-6%,-13%
GLP-1R agonist,3%,-3%,0%,11%,-6%,4%
GLP-1R inv ag,?,20%,-12%,?,-32%,?
KB-V1 cytotox,-26%,11%,25%,?,4%,-23%
TDP43 rescue,9%,16%,12%,-16%,8%,4%
DRD3 antagonist,0,?,·,0,13,8
GLP1R cytotox,-9%,0%,-4%,3%,5%,?

37: CC12CCC(=O)N1C(C(=O)NNC(=O)COc1ccc(Br)cc1)CS2 (stereo not drawn)
38: CC(C)(C)OC(=O)N1CCC(C(=O)N[C@@H](Cc2ccccc2)C(=O)O)CC1
39: CCn1c(C)[n+](CCCS(=O)(=O)[O-])c2cc(Cl)c(Cl)cc21
40: Cc1ccc(-c2csc3ncnc(-n4nnc5ccccc54)c23)cc1
41: CC(Sc1ccc2nnc(-c3ccc(F)cc3)n2n1)C(=O)O (stereo not drawn)
42: O=C(CSc1nnc2c(Cl)cc(Cl)cn12)N1CCN(S(=O)(=O)c2ccccc2)CC1
compound no.,37,38,39,40,41,42
DRD3 agonist,11,-16,0,10,-4,1
aSyn yeast inh,4%,-7%,-2%,0%,-13%,-17%
PTHR1 ag,i,i,-24%,-45%[inhibitor],?,i
GLP-1R agonist,-10%,-1%,2%,12%,-4%,0%
GLP-1R inv ag,-23%,3%,3%,?,13%,0%
KB-V1 cytotox,?,4%,14%,?,-13%,0%
TDP43 rescue,11%,-5%,-13%,?,-25%,22%
DRD3 antagonist,3,22,10,0,-22,28
GLP1R cytotox,0%,-16%,-14%,-1%,1%,-14%

43: CC1CCCC(C)N1C(=O)Cc1ccccc1 (stereo not drawn)
44: Cc1oc2c(CN(C)C)c(O)ccc2c(=O)c1-c1ccc2ccccc2n1
45: O=C(CSc1ccc2ccccc2n1)Nc1ccc(N2CCOCC2)cc1
46: Nc1cc(=O)[nH]c(SCCSc2cc(Cl)ccc2Cl)n1
compound no.,43,44,45,46
DRD3 agonist,0,0,0,7
aSyn yeast inh,11%,-3%,2%,-6%
PTHR1 ag,i,1%[57.5 µM],i,0%
GLP-1R agonist,3%,7%,28%,26%
GLP-1R inv ag,0%,?,42%[7.66 µM],44%[activator]
KB-V1 cytotox,-3%,-24%,3%,0.41µM*
TDP43 rescue,2%,-3%,-15%[9.22 µM],-6%
DRD3 antagonist,17,10,3,15
GLP1R cytotox,5%,-24%,14%[7.66 µM],1%

# An excerpt; rates above refer to the full screens.
